V-ATPase pHluor = regulators of yeast V-ATPase proton pumping, primary screen, pHLuorin cytosolic pH fluorescence | S. cerevisiae | response, % at 10 µM | actives 0.37% (n = 350,000) | AID 504577, 2011; in the data active = response mostly above about 7.3%, no sharp cut-off; inactive = mostly below about 5.4%; note: actives read high; inactives centre near 0; some compounds called inactive have numbers as strong as hits; reference of the scale not given here
HTR5A ag ctr = HTR5A agonists in luminescence cell assay, primary screen, counter-screen for OPRM1-OPRD1 heterodimer agonist project, full-deck HTS; actives 0.61% (n = 340,000); 5-hydroxytryptamine receptor 5A (Homo sapiens), P47898; AID 504692, 2011; activation, % at 9.3 µM; cell-based; in the data active = activation mostly above about 9.5%, no sharp cut-off; inactive = mostly below about 7.6%;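 note: 0% = cells with vehicle only and 100% = reference agonist; strong numbers were not always called active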
Target sequence (P47898 whole entry, looked up): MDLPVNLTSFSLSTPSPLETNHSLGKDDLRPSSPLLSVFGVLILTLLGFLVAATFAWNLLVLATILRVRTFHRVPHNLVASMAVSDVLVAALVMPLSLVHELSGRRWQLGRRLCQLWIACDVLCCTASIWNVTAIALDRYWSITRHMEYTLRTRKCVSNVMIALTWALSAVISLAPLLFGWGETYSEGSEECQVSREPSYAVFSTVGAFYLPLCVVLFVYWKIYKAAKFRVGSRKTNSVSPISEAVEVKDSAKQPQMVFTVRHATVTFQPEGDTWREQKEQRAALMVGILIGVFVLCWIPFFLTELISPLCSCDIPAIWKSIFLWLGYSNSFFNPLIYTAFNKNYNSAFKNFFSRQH
Wnt act = Wnt/beta-catenin pathway activators, primary screen, cell-based, plate reader, single point; actives 1.2% (n = 300,000); AID 743398, 2014; activation, % at 9.35 µM; Wnt/beta-catenin reporter cell assay, activator; in the data active = activation above about 30%, passing the limit was not always enough;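 note: 0% = neutral control wells and 100% = positive control wells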
CDK5 p35 inh = inhibitors of human CDK5/p35 kinase, primary screen, biochemical, single concentration; Cyclin-dependent kinase 5 (Homo sapiens) + Cyclin-dependent kinase 5 activator 1 (Homo …; Recombinant CDK5/p35, ADP-Glo luminescence, 60 min; inhibition, % at 10 µM; actives 0.01% (n = 330,000);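 active = highest replicate inhibition of at least 50% and at least 75% of replicates reaching 50%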;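 note: plate controls were DMSO neutral control for no effect and GW8510 at 10 µM for full effect; many of its hits are not listed in these tables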
NSD2 inh = NSD2 histone methyltransferase inhibitors, primary screen, biochemical, AlphaScreen, single concentration, set 2. Histone-lysine N-methyltransferase NSD2 (Homo sapiens), O96028. NSD2 peptide methylation, 120 min. inhibition, % at 12.5 µM. actives 0.54% (n = 310,000). AID 743445, 2014; in the data active = inhibition above about 50%
dFosB act = activators of delta FosB homodimer, primary screen, biochemical, fluorescence polarization, TAMRA-CDK5 oligo, single point; actives 0.99% (n = 340,000); AID 493131, 2011; purified delta FosB; percent of positive-control signal above neutral wells; activation, % at 25 µM;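 active = mean activation above about 17%, with every replicate also reaching it, limit read from the data, passing the limit was not always enough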;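 note: fluorescence polarization rise as delta FosB binds a TAMRA Cdk5 AP-1 oligo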
Target sequence (P13346 whole entry, looked up): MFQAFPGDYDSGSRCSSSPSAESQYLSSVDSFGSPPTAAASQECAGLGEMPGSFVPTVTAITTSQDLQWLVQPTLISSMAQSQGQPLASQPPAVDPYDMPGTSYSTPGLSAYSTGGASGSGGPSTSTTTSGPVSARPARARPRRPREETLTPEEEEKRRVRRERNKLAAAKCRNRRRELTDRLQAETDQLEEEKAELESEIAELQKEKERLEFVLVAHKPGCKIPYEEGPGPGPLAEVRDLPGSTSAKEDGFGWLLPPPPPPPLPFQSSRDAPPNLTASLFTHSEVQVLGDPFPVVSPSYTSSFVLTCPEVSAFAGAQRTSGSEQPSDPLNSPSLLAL
MITF act = activators of MITF-driven TRPM1 promoter reporter, primary screen, cell-based, SK-MEL-5, luciferase, single point; SK-MEL-5 TRPM1-promoter luciferase, 24 h; % of positive control, neutral wells = 0; activation, % at 12.5 µM; actives 0.75% (n = 300,000); AID 588334, 2011;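 active = mean activation of at least 80% with every replicate also reaching 80%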;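 note: 0% = neutral control wells and 100% = parthenolide positive control wells; values of inactives mirror those of a sister screen read the other way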
PvdQ acylase = P. aeruginosa PvdQ acylase inhibitors, primary screen, biochemical, fluorescence, plate reader and imaging, single point. PvdQ acylase [Pseudomonas aeruginosa LESB58]. purified PvdQ acylase. inhibition, % at 10 µM. actives 0.063% (n = 340,000). AID 488965, 2010; in the data active = inhibition above about 30%, passing the limit was not always enough;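 note: 0% = vehicle neutral wells and 100% = reference inhibitor wells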
HTR5A inv ctr = HTR5A inverse agonists in luminescence cell assay, primary screen, counter-screen for OPRM1-OPRD1 heterodimer inverse agonist project, full-deck HTS; HTR5A cell line, inverse agonism; inhibition, % at 9.3 µM; AID 504634, 2011; actives 0.083% (n = 340,000); in the data active = inhibition mostly above about 23%, no sharp cut-off; inactive = mostly below about 18%;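 note: 0% = cells with DMSO and 100% = no-cell wells with DMSO; some compounds called inactive have numbers as strong as hits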
SR-BI DiI inh = inhibitors of SR-BI mediated HDL lipid uptake, primary screen, ldlA[mSR-BI] cells, fluorescence, single point | AID 488896, 2010 | actives 0.96% (n = 320,000) | Scavenger receptor class B member 1 (Mus musculus), Q61009 | inhibition, % at 12.5 µM | ldlA[mSR-BI] CHO cells, DiI-HDL uptake fluorescence, 3 h;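 active = mean replicate inhibition of at least 70% and a set share of replicates each scoring 70 or more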;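 note: 0% = median of neutral control wells and 100% = median of positive control wells; values of inactives mirror those of a sister screen read the other way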
* hit, by the source's call; · = not tested or not shown.

SMILES	V-ATPase pHluor	HTR5A ag ctr	Wnt act	CDK5 p35 inh	NSD2 inh	dFosB act	MITF act	PvdQ acylase	HTR5A inv ctr	SR-BI DiI inh
C[C@H](O)[C@@H]1C(=O)N2CCc3ccc(N4CCOCC4)cc3[C@@H]2C[C@@H]1N(C)C(=O)Nc1ccccc1	2	·	-1	-2.4	·	-2	4	-14	·	8
Cc1cccc(-c2noc(CN(C)C(=O)c3ccc4c(c3)OCO4)n2)c1	4	-4	0	2.6	-3	-4	0	-8	10	·
Cc1csc(NC(=O)c2ccc(C)o2)n1	-4	3	20	0.6	27	-9	36	-15	-17	-8
COc1ccc(CN2CCN(Cc3ccc(CO)o3)CC2CCO)cc1C (centres undefined)	0	6	1	0.8	-2	-2	25	-1	-18	4
CSCCC(Nc1ncnc2ccc(Br)cc12)C(=O)O (centres undefined)	0	1	·	-0.3	·	-1	-7	-13	13	-16
CCOc1ccc(CCNC(=O)COC(=O)C2CCN(c3ccc(C(F)(F)F)cn3)CC2)cc1OCC	-5	2	-3	-0.4	-2	-10	-1	-6	-6	-2
Cn1cc(S(=O)(=O)N2CCCC2)cc1C(=O)NCCc1ccccc1	3	-6	-2	0.2	·	-5	·	10	18	4
CC1=NN(C(=O)CCc2ccccc2)C(O)(c2ccncc2)C1 (centres undefined)	3	-4	0	1.9	0	3	-8	1	1	-14
CCOC(=O)N1CCN(c2nnc(-c3ccccc3)c3ccccc23)CC1	-2	0	3	2.0	1	1	-11	4	-1	45
CCN(CC)C(=O)COc1ccc(CC(=O)O)cc1OC	-1	0	-8	-0.7	-3	0	-2	2	6	-1
Cc1cc(=O)n2[nH]c(C(F)(F)F)c(-c3ccccc3)c2n1	-4	4	·	0.5	-1	3	2	-9	-14	-2
CC12CCC(=O)N1C(C(=O)Nc1nc(-c3ccccc3Cl)cs1)CS2 (centres undefined)	2	5	4	1.1	2	-7	65	-2	-14	36
CC(=O)Nc1ccc(NC(=O)Cc2ccc(S(=O)(=O)N3CCCCC3)s2)cc1	0	1	·	-0.3	-1	5	-5	-6	-4	-33
Cc1ccc(S(=O)(=O)CCSc2nccn2C)cc1	0	0	2	0.0	-1	-1	·	3	7	-15
NC(=S)N(c1ccccc1)c1ccccc1	0	2	0	1.3	-1	-3	15	-10	-6	12
COc1ccc(N2C(=O)CCC(C(=O)NCc3ccccn3)C2c2ccc(F)cc2)cc1 (centres undefined)	-1	10	·	-0.5	-9	-1	3	11	-6	-3
CC(=O)C1=C(O)C(=O)N(CO)C1c1ccccc1F (centres undefined)	-1	4	0	1.2	-1	-1	4	-4	-8	-1
O=C(O)c1ccc(NC2CC(=O)N(Cc3ccccc3)C2=O)cc1 (centres undefined)	-3	0	-1	-3.6	1	-6	-6	-8	-18	-13
O=C(NCC(c1cccs1)N1CCOCC1)c1cc(-c2ccc(F)cc2)nc2ccccc12 (centres undefined)	-2	-1	-1	-7.1	15	-23	9	-3	3	84*
O=c1c2ccccc2[nH]c2ccc(F)cc12	2	-1	·	2.0	-6	5	0	-12	2	5
Cc1cccc(-c2nc(-c3ccncc3)no2)c1	1	7	13	1.4	-1	-7	24	-16	2	-7
Nc1c2c(nc3ccccc13)N(C1CCCCC1)CC2	3	-1	-4	1.8	-1	3	31	-8	20	-5
NS(=O)(=O)c1ccc(NNC(=O)c2ccc(F)cc2F)cc1	-1	·	0	0.6	-3	-3	·	-13	·	-19
CC1CCCCC1NC(=O)CSc1ccc([N+](=O)[O-])cc1 (centres undefined)	-4	4	0	2.5	-6	-11	-5	-10	-8	·
Cc1ccc(CC2SC(N)=NC2=O)cc1 (centres undefined)	1	1	-2	-8.9	-9	5	1	-15	-10	-15
The list goes on.
SMILES	V-ATPase pHluor	HTR5A ag ctr	Wnt act	CDK5 p35 inh	NSD2 inh	dFosB act	MITF act	PvdQ acylase	HTR5A inv ctr	SR-BI DiI inh
CCCN1CCN(CCCNC(=O)c2cc3c(s2)-c2c(C)cccc2OC3)CC1	-4	5	0	0.0	-13	8	28	-22	0	36
Cc1cc(N2CCN(C)CC2)nc2ccc(NC(=S)NCCCN3CCN(C)CC3)cc12	2	0	1	-0.5	7	13	4	-6	18	·
O=C(CSc1nnc(-c2ccncc2)o1)NCc1ccc(Cl)cc1	-2	-3	-2	0.3	-1	-7	-4	-3	9	-13
COC(=O)C1CN(C(=O)c2cccc(OC(F)F)c2)c2ccccc2O1 (centres undefined)	0	4	1	-2.2	-3	-5	-17	-3	7	-9
C[C@]12C(=O)N(c3ccc(F)cc3)C(=O)N1[C@H]1c3ccccc3OC[C@@H]1[C@H]2c1ccccc1	3	4	-3	-0.2	·	-1	-3	-8	18	51
NS(=O)(=O)c1ccc(NC(CNS(=O)(=O)c2ccccc2)c2ccccc2)cc1 (centres undefined)	-2	-2	0	-0.4	1	3	2	-4	10	10
O=C(C1=C(O)C(=O)N(CCN2CCOCC2)C1c1ccc(Br)cc1)c1cc2ccccc2o1 (centres undefined)	-1	0	-1	·	3	-3	-1	6	0	-27
CCc1ccccc1NC(=O)CN1CCN(C(=O)c2ccc(OCc3cn4ccccc4n3)cc2)CC1	0	4	0	1.1	1	-9	-5	-22	-12	38
CC(OC(=O)c1ccc(Cl)nc1)C(=O)Nc1ccc(S(=O)(=O)N2CCCC2)cc1 (centres undefined)	-1	0	2	-1.7	-4	-11	0	-10	1	29
Cc1cc(/C([O-])=C(/C(=S)Nc2ccc(F)cc2)[n+]2ccccc2)c(C)n1-c1ccc(F)cc1	-3	0	·	2.4	9	-5	-7	15	-1	-2
COc1cccc2c1C(=O)C[C@]1(CCCC[C@@H]1C)O2	1	-2	0	0.0	·	-1	-21	6	-18	12
N=C1SC(c2ccccc2)C(=O)N1c1ncc(Cc2ccccc2Cl)s1 (centres undefined)	-2	3	-1	0.2	-2	9	-8	-12	3	4
CC(OC(=O)CNC(=O)c1ccc2ccccc2c1)C(=O)NC1CCCCC1C (centres undefined)	-3	3	-1	-1.6	-2	-9	2	-16	-10	-1
O=C1N2CCCc3cccc(c32)C12Nc1ccccc1S2 (centres undefined)	-3	-8	·	1.5	9	4	-9	-10	18	6
C=CCNC(=O)/C(C#N)=C/c1c(C)nn(-c2ccccc2)c1Cl	-14	3	-2	0.0	3	2	4	7	-9	-7
COc1cc(CN2CCNC(=O)C2CC(=O)NCc2csc(C(C)C)n2)cc(OC)c1 (centres undefined)	-1	-1	-7	0.3	0	-1	-1	-8	16	·
O=C1CCC(C(=O)OCc2c(Cl)cccc2Cl)N1 (centres undefined)	-3	-1	0	-0.7	0	1	-2	-12	11	-4
Cc1cc(C)cc(-n2ncc3c2CCCC3NC(=O)c2csnn2)c1 (centres undefined)	-1	-2	0	-0.2	-1	-6	15	-7	-5	26
CCCCNc1nnc(SCC(=O)c2c(N)n(CCC)c(=O)[nH]c2=O)s1	0	-3	-3	1.7	-1	4	-3	2	10	4
COc1ccccc1CCN1CCCC(CN(C)Cc2ccc(OCCO)cc2)C1 (centres undefined)	2	-4	1	0.7	8	-3	·	2	14	-21
Cc1cc(N2CCCC2=O)ccc1S(=O)(=O)N1CCOCC1	-7	4	-9	1.5	-4	0	6	-13	-10	-11
Cc1nc(CNC(=O)CC2C(=O)NCCN2Cc2ccc(F)cc2)cs1 (centres undefined)	-6	1	0	1.1	1	-7	1	-5	3	-20
COCCCNc1nc2ccccc2nc1NS(=O)(=O)c1ccc(C)cc1C	-2	0	-1	-1.1	·	-13	7	-18	0	·
O=C(NC1CCCCC1)c1cccs1	-5	-2	3	-0.3	2	-1	-3	22	-5	22
CC1(c2ccccc2Cl)NC(=O)N(CC(=O)N2c3ccccc3NC(=O)C2(C)C)C1=O (centres undefined)	-1	5	2	0.3	1	-10	-9	-3	0	-8

One compound at a time, as listed above:
Entry for `Cc1cc(C)cc(-n2ncc3c2CCCC3NC(=O)c2csnn2)c1` (centres undefined) = V-ATPase pHluor: -1; HTR5A ag ctr: -2; Wnt act: 0; CDK5 p35 inh: -0.2; NSD2 inh: -1; dFosB act: -6; MITF act: 15; PvdQ acylase: -7; HTR5A inv ctr: -5; SR-BI DiI inh: 26
Entry for `Cc1cc(N2CCN(C)CC2)nc2ccc(NC(=S)NCCCN3CCN(C)CC3)cc12` = V-ATPase pHluor: 2; HTR5A ag ctr: 0; Wnt act: 1; CDK5 p35 inh: -0.5; NSD2 inh: 7; dFosB act: 13; MITF act: 4; PvdQ acylase: -6; HTR5A inv ctr: 18; SR-BI DiI inh: ·

Remaining list, next part
SMILES	V-ATPase pHluor	HTR5A ag ctr	Wnt act	CDK5 p35 inh	NSD2 inh	dFosB act	MITF act	PvdQ acylase	HTR5A inv ctr	SR-BI DiI inh
COC(=O)C1=NN(C(C)=O)C2(CC(=O)N(c3cccc(C)c3)C2=O)C1 (centres undefined)	3	0	·	·	-6	2	-3	29	22	-9
CCCC1CCC(C(=O)n2nc(N)c3cc4ccc(OC)cc4nc32)CC1 (centres undefined)	3	-2	-1	-3.6	·	-4	·	-11	7	7
Cc1ccc(NC(=O)N2CCOCC2)c(C)c1	10	1	1	0.9	-1	8	7	3	7	-13
CC(C)n1cc(C#N)c(N)n1	1	-4	0	0.6	-1	1	-4	-17	15	-13
CCOc1ccc(NC(=S)NCC(c2cccnc2)N2CCOCC2)cc1 (centres undefined)	-3	1	·	-0.8	-3	2	1	-13	-3	-20
Cc1csc(NC(=O)c2ccc(Br)s2)n1	2	10	23	-0.4	4	-9	22	2	-26	10
Cc1ccccc1OC(C)C(=O)NCc1cccnc1 (centres undefined)	4	-4	-1	-0.6	-4	-4	-4	-13	12	-20
CCn1c(C)nc2cc(C(=O)NNC(=S)NC(=O)c3ccc(OC)cc3)ccc21	-1	0	-1	0.0	2	-13	-24	5	-16	17
NS(=O)(=O)c1cccc(-n2cnnn2)c1	0	1	0	1.4	-2	2	11	-4	9	5
COc1ccccc1NC(=O)Cc1noc(CSc2cccc[n+]2[O-])n1	-3	9	·	0.2	1	-1	6	-17	-20	-11
O=C(O)CCC(=O)Nc1ccc(N2CCCCC2)c(C(=O)O)c1	-3	-3	·	-0.1	-1	3	-8	-16	-42	1
CN(C)CCNC(=O)c1cc2ccccc2oc1=O	-2	2	0	0.0	0	8	-3	6	-17	-24
CC(C)(C)NC(=O)Cn1nnc(-c2cccs2)n1	1	-1	·	0.8	-1	-3	16	-9	2	-12
CCOC(=O)C1CCCN(CCC(=O)Nc2ccc(C)cc2)C1 (centres undefined)	3	0	-2	0.6	·	-1	2	-8	1	-19
COc1ccccc1-n1c(SCC(=O)N2CCCCC2)nnc1-c1ccccc1O	-5	-2	·	-2.1	3	-12	0	-8	6	14
CC1=CC2=NC(=O)/C(=C\c3cccn3CCOc3cccc(C)c3)C(=N)N2O1	0	7	-3	-0.5	2	1	24	-6	13	24
O=[N+]([O-])c1nn(-c2ccccc2)n(O)c1=NCc1ccc2c(c1)OCO2	-2	7	-12	1.8	26	3	5	0	-17	-3
CC(=O)NC1=NC(=O)/C(=C/N2CCCCC2)S1	0	-1	·	-0.4	-2	7	6	-3	4	-17
